# Mtb BioA inh = blocks M. tuberculosis BioA enzyme activity; purified M. tuberculosis BioA enzyme, plate reader; inhibition, % at 9.99 µM; 360,000 compounds, 0.096% hits; AID 602481; in the data active = inhibition above about 40%
# GDH-TPI inh = inhibits GDH-TPI coupling enzymes, artifact for Mtb FBA screen | 360,000 compounds, 1.2% hits | GDH-TPI coupled enzyme counterscreen, NADH absorbance | inhibition, % at 4.8 µM; in the data active = inhibition above about 30%;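 note: 0% = DMSO wells and 100% = wells lacking the enzyme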
# BH1578 lux ind = inducers of Vibrio cholerae quorum light production without autoinducers; V. cholerae BH1578 lux reporter, luminescence, 6 h; activation, % at 18.7 µM; 350,000 compounds, 0.16% hits; AID 588436; in the data active = activation mostly above about 9.7%, no sharp cut-off; note: not every result past the cut was called active; inactives centre near 0; reference of the scale not given here
# SARS 3CLpro inh = SARS-CoV 3CLpro protease inhibition. P0C6X7. recombinant SARS-CoV 3CLpro, quenched FRET peptide cleavage. inhibition, % at 6 µM. 290,000 compounds, 0.14% hits. AID 1706; in the data active = inhibition above about 12%
# SSB-PriA inh = inhibitors of Klebsiella pneumoniae PriA binding to SSB C-terminal tail; AID 1272365; AlphaScreen SSBct-PriA binding, biotinylated peptide; 430,000 compounds, 0.6% hits; inhibition, % at 33 µM; in the data active = inhibition mostly above about 37%, no sharp cut-off; inactive = mostly below about 20%;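 note: plate controls were negative control peptide for no effect and reference peptide for full effect; strong numbers were not always called active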
# VHR inh abs = blocks human VHR1 dual specificity phosphatase; P51452; recombinant VHR phosphatase, pNPP absorbance; inhibition, % at 13.3 µM; 290,000 compounds, 0.52% hits; AID 1654; in the data active = inhibition above about 50%; note: some compounds called inactive have numbers as strong as hits
# Target sequence (P51452 whole entry, looked up): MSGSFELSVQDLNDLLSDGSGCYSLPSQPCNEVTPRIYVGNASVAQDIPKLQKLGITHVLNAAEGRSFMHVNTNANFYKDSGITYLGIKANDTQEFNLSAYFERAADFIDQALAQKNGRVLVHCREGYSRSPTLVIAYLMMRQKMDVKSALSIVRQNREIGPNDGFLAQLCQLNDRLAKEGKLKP
# UGM FP inh = Mtb UDP-galactopyranose mutase inhibition; 320,000 compounds, 0.06% hits; inhibition, % at 10 µM; purified UGM, fluorescence polarization probe displacement; P9WIQ1; in the data active = inhibition above about 10%, passing the limit was not always enough
# Target sequence (P9WIQ1 whole entry, looked up): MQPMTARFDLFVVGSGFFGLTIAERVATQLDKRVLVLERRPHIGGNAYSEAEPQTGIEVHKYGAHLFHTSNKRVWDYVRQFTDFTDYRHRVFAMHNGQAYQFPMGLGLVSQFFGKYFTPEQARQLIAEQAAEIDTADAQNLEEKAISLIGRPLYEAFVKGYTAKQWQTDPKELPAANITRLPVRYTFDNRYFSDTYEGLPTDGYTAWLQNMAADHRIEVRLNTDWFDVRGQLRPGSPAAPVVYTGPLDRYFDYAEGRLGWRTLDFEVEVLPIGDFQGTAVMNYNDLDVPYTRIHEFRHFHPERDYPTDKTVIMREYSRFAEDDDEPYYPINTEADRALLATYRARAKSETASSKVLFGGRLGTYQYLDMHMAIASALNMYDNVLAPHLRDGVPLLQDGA
# Mtb FBA inh = inhibitors of M. tuberculosis fructose-bisphosphate aldolase. P9WQA3. purified M. tuberculosis FBA, fluorescence read-out. inhibition, % at 1 µM. 360,000 compounds, 2.3% hits. AID 588726; in the data active = inhibition above about 27%;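 note: 0% = vehicle and 100% = reference inhibitor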
# Target sequence (P9WQA3 whole entry, looked up): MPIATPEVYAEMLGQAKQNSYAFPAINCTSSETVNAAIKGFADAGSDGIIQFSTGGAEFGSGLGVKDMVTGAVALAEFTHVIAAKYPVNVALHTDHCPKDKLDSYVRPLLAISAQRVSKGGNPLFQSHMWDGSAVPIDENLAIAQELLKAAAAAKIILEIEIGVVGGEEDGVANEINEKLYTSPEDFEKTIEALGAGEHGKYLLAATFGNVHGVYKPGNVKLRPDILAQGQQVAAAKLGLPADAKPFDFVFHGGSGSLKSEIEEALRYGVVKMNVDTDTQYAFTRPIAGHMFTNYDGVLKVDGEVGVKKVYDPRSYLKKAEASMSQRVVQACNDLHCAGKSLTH
# MazF activator = increases E. coli MazEF RNase cleavage of RNA; activation, % at 20 µM; 350,000 compounds, 0.32% hits; FAM/BHQ RNA-DNA oligo cleavage fluorescence, 5 h; in the data active = activation above about 50%
# Target sequence (P0AE70 whole entry, looked up): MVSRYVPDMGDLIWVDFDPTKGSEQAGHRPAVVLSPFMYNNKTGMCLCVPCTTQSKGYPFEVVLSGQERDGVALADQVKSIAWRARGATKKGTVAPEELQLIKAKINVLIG
# Rv3671c protease = inhibits the M. tuberculosis serine protease Rv3671c; P9WHR9; inhibition, % at 5.96 µM; 320,000 compounds, 0.048% hits; in the data active = inhibition above about 38%;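 note: extracellular domain of Rv3671c used as enzyme; 0% = enzyme with DMSO and 100% = no enzyme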
# * hit, by the source's call; i = inactive; · = not tested or not shown.
SMILES,Mtb BioA inh,GDH-TPI inh,BH1578 lux ind,SARS 3CLpro inh,SSB-PriA inh,VHR inh abs,UGM FP inh,Mtb FBA inh,MazF activator,Rv3671c protease
O=C(NCc1ccccc1)c1cc(C2COCCN2C(=O)CCc2ccccc2)on1 (configuration not stated),-0.9,3,0.9,·,·,·,·,2,·,·
CC(C)(C)CCN1CCC(CN2CCNC2=S)CC1,-1.0,3,0.0,·,·,·,·,0,5,·
c1ccc(-n2cnc3cc(NCc4ccncc4)ccc32)cc1,4.2,5,-0.2,4,26,7,1.5,3,7,2
Cc1ccccc1CS(=O)(=O)Cc1ccc(C(=O)NCCCN2CCCC2=O)o1,·,1,-0.3,0,-5,13,-3.7,1,0,11
COc1ccc(Cl)cc1Cn1c(C)c(C(=O)NCc2ccccc2C(F)(F)F)sc1=O,-1.7,-7,-0.5,·,·,·,·,3,·,·
O=C(NC1CCCC1)c1cc(-c2ccc(Cl)cc2)on1,-1.3,1,-0.1,1,-10,-7,2.2,1,12,1
CSc1nnnn1-c1cccc(O)c1,-0.3,6,i,-4,-10,-1,-1.1,-1,13,4
O=C(N/N=C/c1cccc(OC(=O)c2cccc(Br)c2)c1)c1ccncc1,0.9,12,-0.4,-6,·,27,2.9,0,-9,-21
O=C(NC1CCN(Cc2ccccc2)CC1)C1CCN(S(=O)(=O)c2ccccc2)CC1,-0.3,-6,-4.0,1,-1,-23,2.3,-1,3,-5
O=C1C(=O)N(Cc2cccnc2)C(c2cccc(Br)c2)/C1=C(/O)c1ccc2c(c1)OCO2 (configuration not stated),0.0,29,1.7,8,·,-12,5.0,2,2,1
Cc1cc(C)c(C#N)c(SCC(=O)Nc2nonc2N)n1,-3.9,-9,-0.3,-5,-3,36,4.8,3,-3,-4
CCOc1ccc(NC(=O)c2ccc(F)cc2F)cc1,0.0,9,i,·,0,·,-1.3,-3,3,-1
CCCNC(=O)C1(C)CCN(C(=O)c2cc(C(C)(C)C)nn2C)C1 (configuration not stated),-1.0,-2,i,·,·,·,·,-4,·,·
COc1ccc(C2=C(Nc3ccccc3)c3ccccc3C2=O)cc1,·,3,-3.3,4,3,-4,·,-2,4,0
N#Cc1c(NC(=O)CCCC(=O)O)sc2c1CCCCC2,-1.8,-7,-0.4,0,-2,10,-0.1,2,-16,0
CCCCCCSc1cccc(-c2nc3ccc(C)cn3c2NC2CCCCC2)c1,-0.2,6,0.4,·,-22,·,1.9,4,5,-12
Cc1nc(Cl)c(C#N)c2c1CCCC2,-1.0,4,-0.4,2,-10,-4,5.6,-1,2,1
CCOc1ccccc1N(CC(=O)NCCOC)C(=O)CCC(=O)Nc1ccccn1,-0.5,-1,-0.4,5,-12,12,-0.6,-2,13,11
CC(=O)c1cc(-c2ccccc2)n(CC(=O)N2CCCCC2)c1C,-0.1,19,-0.5,5,4,-4,-0.3,1,0,5
COCC(=O)N(C)[C@H]1C[C@H]2c3[nH]c4ccccc4c3CCN2C(=O)[C@H]1[C@H](C)O,-0.2,-3,i,·,·,·,·,12,-44,·
O=C(CN1CC(=O)Nc2ccccc21)Nc1ccc(F)c(F)c1,·,-8,-0.5,3,-5,-11,3.8,0,-13,-3
Cc1ccc(NC(=O)c2ccc3c(c2)C(=O)N(CC2CCCO2)C3=O)cc1C (configuration not stated),·,6,-0.8,-1,-2,21,-2.6,-2,10,-6
O=C(c1ccc(OC2CCN(Cc3ccccn3)CC2)cc1)N1CCCCO1,-0.8,0,-0.3,1,4,31,-1.7,-2,5,-2
CC(=O)N1CCCc2cc(S(=O)(=O)N(CC(C)C)CC(C)C)ccc21,3.3,-3,i,6,-15,7,2.5,-5,1,-3
Cc1cccc(C(=O)Nc2ccc(C(=O)N/N=C/c3ccc4c(c3)OCO4)cc2)c1,-1.6,23,i,-8,·,26,-0.4,6,-1,-40
O=c1c(Br)c(Br)cnn1-c1ccccc1,·,3,-1.3,2,0,9,·,3,-2,·
Cc1cccc(NC(=O)COC(=O)c2cccc(S(=O)(=O)N3CCCCCC3)c2)c1,-0.5,8,-0.6,·,0,·,-1.6,3,0,-61
CCC(C)N1CCC2(CC1)N=c1c(c3c4c5c(C)c(O)c3c(O)c1=NC(=O)C(C)=CC=C[C@H](C)[C@H](O)[C@@H](C)[C@@H](O)[C@@H](C)[C@H](OC(C)=O)[C@H](C)[C@@H](OC)C=CO[C@@](C)(O5)C4=O)N2 (some centres not stated),0.7,31,-1.0,·,·,·,-0.6,0,5,12
CC1CCCCC1NC(=O)COC(=O)c1ccc2c(c1)NC(=O)CS2 (configuration not stated),0.8,14,i,·,-14,·,-2.3,0,4,8
O=C(C1CCC1)N1CCN(S(=O)(=O)c2ccc([N+](=O)[O-])cc2)CC1,0.7,5,-5.7,·,-10,·,-1.6,0,3,-2
c1csc(CNc2nc(NCC3CCCCC3)c3sccc3n2)c1,-1.5,13,-4.5,·,·,·,·,2,·,·
O=C(NN1CCOCC1)c1cc(-c2ccncc2)nc2ccccc12,·,4,-1.4,0,-8,-4,-1.4,0,-4,1
Cn1c(CC(=O)NNC(=O)c2ccccc2F)nc2ccccc21,-0.7,-7,i,·,-6,·,0.3,-5,0,-1
Cc1ccc(N(C(=O)Cc2cccs2)C(C(=O)NCC2CCCO2)c2ccncc2)cc1 (configuration not stated),-0.1,6,i,0,-1,20,4.1,3,-2,2
CN1CCN(c2ccc(C(CC(N)=O)NC(=O)Cc3cccc4ccccc34)cc2[N+](=O)[O-])CC1 (configuration not stated),-0.9,1,i,0,4,17,-0.6,1,-34,3
O=C(NC1CCCCC1)c1cccc(S(=O)(=O)N2CCCCC2)c1,-1.8,-2,-0.2,-3,7,28,-0.6,2,1,5
CCOC(=O)N1CCN(C2CC(=O)N(c3ccccc3)C2=O)CC1 (configuration not stated),-1.2,15,i,3,1,0,0.2,0,10,-8
O=C1c2ccccc2[C@@H]2C[C@@H](O)[C@H](Nc3cccc4ccccc34)CCN12,-0.8,1,i,·,9,·,·,2,13,·
CC1(c2ccccc2)NC(=O)N(CC#N)C1=O (configuration not stated),·,6,2.9,-6,-13,28,3.4,7,-2,14
Cc1ccc(CNC(=O)CN(c2cccc([N+](=O)[O-])c2)S(C)(=O)=O)cc1,·,4,·,2,1,13,1.6,2,9,-3
COc1ccc(-c2nnc(-c3ccc(OCC(C)C)cc3)o2)cc1,1.7,0,i,-7,-5,15,0.3,1,-7,1
O=C(Cc1cccs1)N1CCN(c2nc(-c3ccc(Cl)cc3)cs2)CC1,·,0,-2.5,-5,-5,26,-0.2,-2,2,-7
CC1(C(=O)NS(=O)(=O)c2ccccc2)CCN1C(=O)Cc1ccc(-c2ccccc2)cc1 (configuration not stated),1.4,2,-0.3,·,·,·,·,-3,·,·
CN(C(=O)CSc1nc2ccccc2s1)c1c(N)n(Cc2ccccc2)c(=O)[nH]c1=O,·,1,i,1,-11,14,-0.9,1,-19,-12
O=C(NC(=S)Nc1ccc2c(c1)OCCO2)c1ccccc1,-0.5,2,i,1,27,32,3.7,-6,7,-6
Cc1cccc(C)c1NC(=O)CCCSc1nnc(-c2ccco2)o1,-0.5,1,1.7,1,0,·,-0.9,-1,2,-1
COc1cc(CC(=O)Nc2ccccc2N2CCOCC2)cc(OC)c1OC,·,2,-1.4,3,-21,13,-1.6,1,5,2
CC(NC(=O)Cc1cccs1)c1ccccc1 (configuration not stated),·,7,-0.3,2,-10,20,-0.4,1,1,-3
Cc1cccc(-c2oc3ccccc3c2-c2ccc3c(c2)OCO3)c1,-1.5,7,-3.6,2,5,20,1.8,5,0,-4
CCOC(=O)N1CCC(NC(=O)CCc2c(C)nc3ncnn3c2C)CC1,-0.9,11,0.2,-2,-3,42,-1.8,-1,1,-4
Cc1cc(C)n(CCCNC(=O)c2ccc3c(c2)NC(=O)CS3)n1,-0.7,8,10,-3,-9,-8,-1.4,3,3,-4
Cc1ccc(NC(=O)C(CC(C)C)NC(=O)C2CCC(C)CC2)nc1 (configuration not stated),·,11,-3.1,5,-6,15,1.2,0,3,-10
Cc1cc(C)cc(N(CCC#N)C(=O)COC(=O)C2=COCCO2)c1,-1.1,0,-0.9,·,4,·,-1.7,-1,7,-1
COc1ccc([N+](=O)[O-])cc1NC(=O)C(C)OC(=O)c1ccccc1C(=O)c1ccc(Cl)cc1 (configuration not stated),·,9,-0.2,8,-6,30,0.2,-3,-7,-16
O=C(NCc1ccc(F)cc1)c1cccnc1,0.4,-12,-0.3,5,4,6,-1.5,-1,3,-4
O=C(O)Cc1c(C(=O)O)nnn1-c1ccc(Cl)cc1Cl,·,-4,-0.2,5,-7,13,5.7,0,-2,-3
O=C(O)c1ccccc1SCc1nc2ccccn2c1Br,-2.0,10,i,-2,-15,29,3.5,1,-4,-18
COC(=O)C1CCN(c2cc(=O)n(-c3ccccc3Cl)c(=O)[nH]2)CC1,-2.2,4,0.9,-2,3,0,0.7,2,2,-1
CCC1(C(=O)O)NC(c2cc(OC)ccc2O)C2C(=O)N(Cc3ccccc3)C(=O)C21 (configuration not stated),-0.9,10,-0.6,-10,-6,17,-2.4,2,13,-2
O=C1CSC(c2ccc(F)cc2)N1c1c(F)cccc1F (configuration not stated),-2.9,6,i,1,-4,2,-1.6,-3,-6,-1

# Later entries:
SMILES,Mtb BioA inh,GDH-TPI inh,BH1578 lux ind,SARS 3CLpro inh,SSB-PriA inh,VHR inh abs,UGM FP inh,Mtb FBA inh,MazF activator,Rv3671c protease
COc1ccc(N2C(=O)CC(n3c(CCCCO)nc4ccccc43)C2=O)cc1 (configuration not stated),-0.3,1,-0.2,4,10,12,-4.3,4,-6,1
CC(C)CC(NC(=O)c1ccccc1NC(=O)c1ccccc1)C(=O)O (configuration not stated),-3.0,5,-0.3,3,5,16,4.7,-1,-12,-2
Cc1ccc(NS(=O)(=O)c2ccc(OCC(=O)NCc3ccncc3)cc2)cc1,0.3,-1,-0.8,4,-3,14,-0.3,-4,3,-8
O=C(NCCc1ccccc1)C(=O)NCC1OCCN1S(=O)(=O)c1cc(F)ccc1F (configuration not stated),-1.8,0,-0.2,2,0,29,1.0,1,3,-1
C=CCOc1cccc(C2/C(=C(/O)c3ccc4c(c3)CC(C)O4)C(=O)C(=O)N2CCN2CCOCC2)c1 (configuration not stated),-0.8,16,-0.2,-9,·,5,-1.5,1,3,-3
N#C/C(=C\c1cc2ccccc2nc1N1CCOCC1)C(=O)Nc1ccc(N2CCOCC2)cc1,-0.8,13,-0.3,6,1,-4,1.3,-1,8,-10
Cc1c(C(=O)NC2CCN(Cc3ccccc3)C2)oc2ccc(Br)cc12 (configuration not stated),0.8,6,-5.6,3,3,12,-0.8,0,7,-9
Oc1c(Cl)cc(Cl)cc1CNc1nccs1,5.0,7,i,-1,-10,-8,-1.0,0,4,-8
Cc1c(C#N)c(=O)c(-[n+]2ccccc2)c([S-])n1-c1ccc(Cl)cc1,4.7,-1,-0.4,-6,3,15,1.0,-5,0,-10

# Structural class: the entries above containing an aryl methoxy group
SMILES,Mtb BioA inh,GDH-TPI inh,BH1578 lux ind,SARS 3CLpro inh,SSB-PriA inh,VHR inh abs,UGM FP inh,Mtb FBA inh,MazF activator,Rv3671c protease
COc1ccc(Cl)cc1Cn1c(C)c(C(=O)NCc2ccccc2C(F)(F)F)sc1=O,-1.7,-7,-0.5,·,·,·,·,3,·,·
COc1ccc(C2=C(Nc3ccccc3)c3ccccc3C2=O)cc1,·,3,-3.3,4,3,-4,·,-2,4,0
COc1ccc(-c2nnc(-c3ccc(OCC(C)C)cc3)o2)cc1,1.7,0,i,-7,-5,15,0.3,1,-7,1
COc1cc(CC(=O)Nc2ccccc2N2CCOCC2)cc(OC)c1OC,·,2,-1.4,3,-21,13,-1.6,1,5,2
COc1ccc([N+](=O)[O-])cc1NC(=O)C(C)OC(=O)c1ccccc1C(=O)c1ccc(Cl)cc1 (configuration not stated),·,9,-0.2,8,-6,30,0.2,-3,-7,-16
CCC1(C(=O)O)NC(c2cc(OC)ccc2O)C2C(=O)N(Cc3ccccc3)C(=O)C21 (configuration not stated),-0.9,10,-0.6,-10,-6,17,-2.4,2,13,-2
COc1ccc(N2C(=O)CC(n3c(CCCCO)nc4ccccc43)C2=O)cc1 (configuration not stated),-0.3,1,-0.2,4,10,12,-4.3,4,-6,1

# From PubChem

# This is a subset (hit frequency here may not be typical).
